# Screening results from PubChem BioAssay.
# HSF1 inh: HSF1 inhibition; NIH3T3-HGL HSE-luciferase, MG132-induced, luminescence 8 h; stronger effect = lower value; 0.77% of 300,000 active; activity change, negative = inhibition, % at 7.5 µM (by protocol); AID 2098;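 active = more than half of replicate wells show activity change below -50%, luminescence cut by over half; inconclusive = some wells, but at most half, below -50%; inactive = no replicate well below -50%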;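 also: luciferase reports HSF-1 transcriptional activity via heat shock element; 0% = median of DMSO wells and -100% = zero luminescence signal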
# HSF1 activator: increases HSF-1 driven luciferase reporter signal | NIH3T3-HGL HSF-1 luciferase reporter, MG132, 8 h; 100% = twice DMSO control signal | activation, % at 9 µM | 1.7% of 300,000 active;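 active = mean replicate activation of at least 50% with a set share of replicates each reaching 50%; inconclusive = only one of those two conditions met; inactive = mean below 50% and too few replicates reaching it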;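 also: 0% = median of the neutral control wells and 100% = twice that signal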
# GSK3B inh: blocks human GSK3beta kinase activity; 0.038% of 300,000 active; GST-GSK3beta kinase, ADP-Glo luminescence, 60 min; stronger effect = lower value; P49841; activity score (negative = inhibition), % at 10 µM;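 active = more than half of replicate wells score below -50%, meaning over 50% inhibition versus plate controls; inconclusive = some replicates but at most half score below -50%; inactive = no replicate scores below -50%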;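 also: 0% = median DMSO wells and -100% = median GW8510 positive control wells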
# Target sequence (P49841 whole entry, looked up): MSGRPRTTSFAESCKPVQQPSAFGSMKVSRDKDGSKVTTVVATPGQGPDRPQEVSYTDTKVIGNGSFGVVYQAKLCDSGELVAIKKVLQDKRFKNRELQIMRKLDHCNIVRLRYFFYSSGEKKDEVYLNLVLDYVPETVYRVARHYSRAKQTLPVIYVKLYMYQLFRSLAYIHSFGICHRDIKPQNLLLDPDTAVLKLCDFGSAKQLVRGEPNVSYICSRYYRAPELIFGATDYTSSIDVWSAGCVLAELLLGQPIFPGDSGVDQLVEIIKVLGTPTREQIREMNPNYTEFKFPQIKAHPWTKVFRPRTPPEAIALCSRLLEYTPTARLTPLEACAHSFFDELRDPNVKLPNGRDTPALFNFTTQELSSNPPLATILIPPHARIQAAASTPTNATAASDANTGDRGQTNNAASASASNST
#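 Test system: GST-fused GSK3beta enzyme, cell-free | Quantity: 1.6 ng GST-GSK3beta enzyme per well | Reagent: 25 µM ATP with peptide substrate | Schedule: 60 min enzyme reaction, room temperature | Signal: Luminescent ADP-Glo measurement of ADP formed | Read-out basis: Score relative to plate controls | Control set: DMSO and 20 µM GW8510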
# aSyn UTR inh: MLPCN primary screen, SNCA 5' untranslated region; alpha-synuclein 5'UTR reporter, inhibitor activity; inhibition, % (tested at 7.5 µM); 0.82% of 300,000 active; in the data active = inhibition above about 60%; inconclusive = no clear call, values can overlap the other calls;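 also: H4 neuroglioblastoma cells stably carrying SNCA 5'UTR luciferase fusion; 0% = DMSO wells and 100% = positive control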
# PolyA inh: blocks polyadenylation in yeast reporter cells; S. cerevisiae SKY197-pL101 polyadenylation reporter, beta-gal luminescence; efflux-impaired pdr1/pdr3 knockout yeast; score 100 = 6 SD above DMSO; calls only at 12 µM; 0.02% of 300,000 active;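 active = lowest replicate activity score at least 50, where 100 means six control SD above control mean; inconclusive = lowest score under 50 but half or more replicates reach 50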;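 also: yeast exposed to compound for 9 h at 30 °C; higher score means more reporter readthrough which indicates perturbed polyadenylation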
# GSK3A inh: human GSK-3 alpha kinase inhibition | inhibition, % at 10 µM | 0.1% of 320,000 active | ADP-Glo luminescence, 60 min;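 in the data active = inhibition above about 50%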;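 also: GST-tagged GSK-3 alpha with peptide substrate and 25 µM ATP; 0% = DMSO neutral wells and 100% = GW8510 positive control wells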
# Target sequence (P49840 whole entry, looked up): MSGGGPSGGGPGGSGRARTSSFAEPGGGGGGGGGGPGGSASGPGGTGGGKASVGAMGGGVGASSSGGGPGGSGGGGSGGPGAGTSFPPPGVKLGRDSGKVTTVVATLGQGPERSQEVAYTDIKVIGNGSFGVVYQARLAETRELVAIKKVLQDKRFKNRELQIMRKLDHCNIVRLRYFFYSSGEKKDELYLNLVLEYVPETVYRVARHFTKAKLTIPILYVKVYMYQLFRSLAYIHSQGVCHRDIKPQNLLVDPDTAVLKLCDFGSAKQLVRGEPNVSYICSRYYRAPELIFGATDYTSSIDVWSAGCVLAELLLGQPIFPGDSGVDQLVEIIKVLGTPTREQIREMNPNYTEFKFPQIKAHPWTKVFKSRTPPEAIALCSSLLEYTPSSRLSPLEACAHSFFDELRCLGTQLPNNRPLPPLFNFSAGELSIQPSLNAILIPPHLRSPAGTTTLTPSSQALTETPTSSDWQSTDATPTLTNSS
# IEC-6 cytotox: IEC-6 cytotoxicity, counter-screen for KLF5 inhibitors | luminescence viability | inhibition, % at 5 µM | 0.78% of 290,000 active; in the data active = inhibition above about 22%;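 also: 0% = plate median of test compound wells and 100% = cytotoxic reference compound wells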
# KLF5 inhibitor: kruppel-like factor 5 inhibition; DLD-1 KLF5 promoter-luciferase reporter, luminescence; inhibition, % at 5 µM; 0.23% of 290,000 active; AID 1700;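 active = inhibition above a per-plate limit of that plate's mean compound inhibition plus 3 SD, cut at about 60% in these data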;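 also: 0% = DMSO wells and 100% = LY294002 at 200 µM; higher means less KLF5 promoter-driven luciferase light; inactives centre near -14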
# AI-2 QS modul: Vibrio harveyi AI-2 quorum sensing modulation; Vibrio harveyi JMH597 AI-2 luminescence/OD600 ratio, 9 h; stronger effect = lower value; strain lacks LuxN and CqsS sensors; 0 = neutral-control median; activity change, % at 7.5 µM; 0.4% of 300,000 active; AID 2094; in the data active = activity change below about -75%, passing the limit was not always enough; inconclusive = no clear call, values can overlap the other calls;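 also: luminescence divided by OD600 gain over 9 h not by final OD600 alone; inactives centre near 13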
# HSP90 inh: inhibitors of HSP90 luciferase refolding in rabbit reticulocyte lysate | luciferase refolding luminescence, 3 h | inhibition, % at 5.6 µM | 0.91% of 290,000 active | AID 1789;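 active = inhibition above the screen-wide mean plus 3 SD, computed separately per campaign, cut at about 16% in these data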;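 also: 0% = DMSO wells and 100% = 60 µM geldanamycin wells; inhibitors lower the luminescence because luciferase stays unfolded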
# The depositor's hits bear a star; i = inactive; ? = inconclusive; . = not tested or not shown. The list is partial; rates above refer to the full screens.
compound,HSF1 inh,HSF1 activator,GSK3B inh,aSyn UTR inh,PolyA inh,GSK3A inh,IEC-6 cytotox,KLF5 inhibitor,AI-2 QS modul,HSP90 inh
Cc1ccc(N(CCC(=O)O)S(=O)(=O)c2ccc(C)cc2)cc1,-4,3,9,20,i,-4,-4,2,2,2
O=C(COC(=O)C1CCC1)Nc1cc(S(=O)(=O)N2CCCCC2)ccc1Cl,-8,-11,0,5,i,0,.,.,21,.
CC(C)CC(=O)N1CCN(Cc2ccc3c(c2)OCO3)CC1,-2,0,1,12,i,-2,0,-14,27,2
CCSc1nc2c(c(=O)n1-c1ccc(F)cc1)SCC2,-7,-14,0,23,i,4,2,-6,30,1
O=C1Nc2ccccc2/C1=N/c1sc2c(c1C(=O)NCCc1ccccc1)CCCC2,11,12,-1,-87,i,.,0,-16,27,3
O=C(CCCN1C(=O)/C(=C/c2ccccc2Cl)SC1=S)Nc1cccnc1,?,-52,2,-49,i,2,-2,23,3,9
NC(=S)N/N=C/c1ncc(C(F)(F)F)cc1Cl,-9,2,2,61,i,1,-8,34,16,0
CC(C)(C)c1cc(C(=O)C[n+]2ccc(C(=O)NCCCO)cc2)cc(C(C)(C)C)c1O,-2,-2,-2,2,i,-1,-2,-14,11,-3
COc1ccc(C2C(=O)N(CCc3ccccc3)CC(=O)N2C2CCCC2)cc1 (stereo unspecified),-2,-13,0,37,i,0,1,-22,21,0
O=C(Nc1ccc(F)cc1)Nc1cnccn1,4,-2,3,-10,i,2,-4,3,16,1
CC1CCCC(C)N1C(=O)COc1ccc(-c2nnco2)cc1 (stereo unspecified),-2,0,-3,18,i,-3,-8,-16,17,-3
Cc1ccc2c(C(=O)CN3CCCC3)c(C)[nH]c2c1,-13,-26,1,14,i,-2,-3,-5,7,-2
O=C(O)CCN1c2cccc3cccc(c23)S1(=O)=O,0,2,1,10,i,0,6,-14,12,1
CCC1SC(=Nc2cccc(C)c2)NC1=O (stereo unspecified),-3,20,-3,1,i,2,-2,-17,9,-2
Cc1ccc(/C=C/C(=O)O)cc1S(=O)(=O)NCCCO,-5,6,2,-4,i,-3,-1,-16,26,-1
C/C(=N\NC(=O)NC1CCCCC1)C1CCCCC1,3,-2,0,-3,i,0,0,-8,-1,-6
COc1ccc(CNC(=O)C(c2ccncc2)N(C(=O)Cc2cccs2)c2ccccc2C)cc1 (stereo unspecified),11,-4,1,7,i,6,1,1,3,3
CCc1ccc(N(C(=O)c2ccco2)C(C(=O)NC2CCCC2)c2cccnc2)cc1 (stereo unspecified),-2,-4,.,-46,i,0,2,-3,.,3
CN(c1ccc2nc3ccccc3c(=O)n2n1)C1CCCCC1,-87*,-86,-3,119*,i,4,7,91*,21,86*
CCN(CC)c1nc(NN)nc(Nc2ccc(C)c(Cl)c2)n1,-26,-37,-2,-36,i,-1,.,.,1,.
Cc1ccc(-c2nn3c(C)nnc3c3ccccc23)cc1S(=O)(=O)NCCN1CCOCC1,9,4,0,12,i,5,4,-25,25,0
CCOC(=O)C1CCCN(Cc2ccc(-c3ccccc3)cc2)C1 (stereo unspecified),0,2,-2,4,i,6,3,-38,-36,-3
O=C(CSc1ncn(-c2ccccc2)n1)Nc1nc2ccccc2s1,2,12,2,-8,i,-3,6,-7,23,2
CC(=O)C1C(=O)c2c(cccc2[N+](=O)[O-])C1=Nc1cccc(Cl)c1 (stereo unspecified),1,-12,0,-36,i,-1,11,8,-30,5
OCCN(CCO)CC(O)COc1ccc2c(c1)OCO2 (stereo unspecified),-3,-7,2,3,i,-1,-8,-26,7,-10
COc1ccccc1/C=C1/SC(=S)N(C(C)C(=O)NC2C=CS(=O)(=O)C2)C1=O (stereo unspecified),10,64*,-1,-26,i,6,9,-7,-18,6
Cc1cc(C(=O)NCc2cccnc2)n(-c2ccccc2)n1,2,7,2,-1,i,4,-1,-15,20,0
Cc1cc(C)n2nc(C(=O)N/N=C/c3ccc(O)cc3)nc2n1,18,32,-28,2,i,34,6,-7,19,1
C/C(=N\NC(=O)C(=O)Nc1c(C)n(C)n(-c2ccccc2)c1=O)c1ccc(Cl)s1,2,-20,-1,39,i,1,8,0,35,3
CCn1ccnc1CNC(=O)CC1C(=O)NCCN1Cc1ccc(F)cc1Cl (stereo unspecified),6,35,0,14,i,-1,-4,-6,-6,2
CCSc1ncc(/C=N/Nc2ccc([N+](=O)[O-])cc2)n1C,21,48,-2,-194,i,-4,-8,-40,22,-1
COCCN(C(=O)c1ccco1)c1nc(-c2ccccc2)cs1,-4,-2,3,-32,i,-1,7,-45,12,0
Cn1cc(CC(=O)Nc2cccc(C#N)c2)c2ccccc21,-4,-14,-4,13,i,.,-1,1,-6,2
Cc1ccc(NC(=O)Cn2cncc2-c2ccc([N+](=O)[O-])cc2)cc1C,2,1,0,3,i,.,-1,-18,19,0
CNS(=O)(=O)c1cccc(C(=O)OCC(=O)/C=C2/N(C)c3ccccc3C2(C)C)c1,-2,-7,-13,20,i,1,2,18,40,-6
CCCNC(=O)CS(=O)Cc1nc(-c2cccc(OC)c2)oc1C (stereo unspecified),-5,-21,-2,-7,i,-3,4,-26,6,-1
O=C(CCN1C(=O)COc2ccccc21)NCCN1CCc2ccccc2C1,-5,-3,-4,-7,i,1,7,-15,27,-1
OCCc1c[nH]c2cc(F)ccc12,-7,-6,-3,5,i,-2,-2,3,20,-8
COc1ccc(C2SCC(=O)N2c2nnc(C34CC5CC(CC(C5)C3)C4)s2)cc1 (stereo unspecified),3,10,-4,-21,i,-1,2,-6,10,0
Cc1cccc2cc(C3CC(c4ccco4)=NN3C(=O)CCC(=O)O)c(Cl)nc12 (stereo unspecified),0,13,-1,-5,i,-1,-6,-8,-6,-2
COc1cccc2c1Oc1ncccc1N(C(=O)CCC(=O)NCc1ccccc1)C2,0,3,0,-7,i,0,-5,-22,-4,-9
CCOC(=O)C(Oc1ccc2c(-c3ccccc3)cc(=O)oc2c1)c1ccccc1 (stereo unspecified),0,13,2,-12,i,-2,1,-31,12,-6
Cc1ccc(S(=O)(=O)n2c(C)nc3cc(C)ccc32)cc1,-5,-6,-1,-18,i,0,-1,-26,-8,1
CC1=C(C(=O)OCCC#N)C(c2cc3c(cc2Br)OCO3)NC(=O)N1 (stereo unspecified),-5,-12,-3,11,i,11,3,13,13,-1
Cc1cc(C(=O)N2CCN(c3ccccn3)CC2)c(C)o1,38,62*,-2,-21,i,3,4,-30,14,7
CCn1c(SCC(=O)Nc2cc(C)on2)nnc1-c1ccc(S(=O)(=O)N2CCCC2)cc1,-4,-1,-3,10,i,-3,0,-26,22,0
COc1ccccc1N(C(=O)c1ccco1)C(C(=O)NC1CCCC1)c1ccncc1 (stereo unspecified),-10,-28,-1,-1,i,-3,2,-21,4,0
CN1CC(=O)N(CC(=O)Nc2ccc(N(C)C)cc2)c2ccccc2C1=O,1,15,0,13,i,0,0,-14,15,-1
CCOc1ccccc1NC(=O)N1CCC(n2nnc3cc(C)ccc32)CC1,6,12,0,20,i,-2,-2,2,5,0
O=C(CN1NS(=O)(=O)c2ccccc2C1=O)Nc1ccccc1OC(F)F,-7,5,3,11,i,12,-2,-33,-8,-1
COc1ccc(NC(=O)CSc2nnc(-c3ccccn3)n2-c2ccccc2)cc1OC,3,-1,2,-7,i,-4,1,8,25,8
O=C(c1ccccc1/S(=N/S(=O)(=O)c1ccccc1)N1CCOCC1)N1CCOCC1 (stereo unspecified),-2,-7,-1,-13,i,0,1,-5,24,-1
O=C(CSc1cn[nH]n1)Nc1cccc(C(=O)O)c1,-4,0,-4,9,i,-5,-3,-3,12,-1
O=C1CCc2cc(NS(=O)(=O)c3ccc([N+](=O)[O-])cc3)cc3c2N1CCC3,12,4,3,-7,i,-1,.,.,8,.
CC(=O)Nc1ccc(S(=O)(=O)NCc2nnnn2-c2ccc(F)cc2)cc1,0,-7,-4,-1,i,0,.,.,-8,.
COc1ccc(Nc2nc(N)nc(CSC(=S)N3CCOCC3)n2)cc1,6,20,-1,-87,i,3,1,-59,-17,-6
Cn1c(SCc2nc3ccccc3c(=O)[nH]2)nc2ccccc21,19,40,1,-9,i,-2,6,-15,33,4
O=[N+]([O-])c1ccc(OCCCCCN2CCOCC2)cc1,-4,-4,-5,6,i,-3,2,-19,8,0
COc1ccc(-c2noc(CN3C(=O)c4ccccc4C3=O)n2)cc1,4,4,-2,24,i,0,-7,-20,11,-3
Cc1sc(NC(=O)C2CSC3(C)CCC(=O)N23)nc1-c1ccc(F)cc1 (stereo unspecified),24,22,-1,11,i,11,7,-14,11,3

# More records follow:
compound,HSF1 inh,HSF1 activator,GSK3B inh,aSyn UTR inh,PolyA inh,GSK3A inh,IEC-6 cytotox,KLF5 inhibitor,AI-2 QS modul,HSP90 inh
Cc1cccc(NC(=O)CN2C(=O)CNC2=O)c1,-10,-17,-2,17,i,-14,1,-35,8,5
CN(CC(=O)Nc1ccc(F)cc1)c1ccc(S(=O)(=O)N2CCCCC2)cc1[N+](=O)[O-],10,31,-1,20,i,-2,4,-32,20,4
Cc1ccc2c(Cl)c(C(=O)NCc3cccnc3)sc2c1,-1,-6,1,4,i,2,2,-15,21,2
Cc1ccc(Cn2ccc(NC(=O)c3cc(-c4ccco4)on3)n2)cc1,-3,-6,2,-27,i,0,-5,-8,22,-4
O=C(NCc1ccc2c(c1)OCO2)C1CC(=O)N(C2CCCCCC2)C1 (stereo unspecified),6,-7,3,8,i,1,5,-19,17,-1
COc1ccc2nc(SCC(=O)O)nc(C)c2c1,.,.,.,.,.,3,5,-18,.,2
COCCn1c(SCC(=O)Nc2cc(C)on2)nnc1-c1ccco1,12,13,-5,-9,i,2,-3,-11,17,-1
O=C(CC1SC(N2CCCC2)=NC1=O)Nc1ccc(C(=O)NCCc2ccc(F)cc2)cc1 (stereo unspecified),8,-12,3,12,i,-4,.,.,22,.
CN1CCN(C(=O)C2C3C=CC(C3)C2C(=O)O)CC1 (stereo unspecified),-1,3,0,-5,i,-2,5,-33,16,-3
COCCn1c(SCC(=O)N2CCC(C)CC2)nc2c([nH]c3ccccc32)c1=O,9,13,9,-9,i,1,4,-3,4,-2
